Bioassay records deposited in PubChem BioAssay by National Center for Advancing Translational Sciences (NCATS).
PKM2 act: qHTS Assay for Activators of Human Muscle isoform 2 Pyruvate Kinase | purified PKM2, Kinase-Glo ATP luminescence, activation; response scale: 0% is enzyme alone, no compound | Potency, µM (doses to about 57.5 µM), for the others: top-dose activation, hits mostly activators | Pyruvate kinase PKM (Homo sapiens), P14618 | 260,000 tested, 0.34% active | AID 1631, 2009; further: potency means the concentration at half of the fitted maximal effect; on the % scale 0 is the no-effect control and ±100 the full control effect; nearly all actives have a fitted effect of over 55% in size
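Purified hPK-M2 (>95%) run at intermediate activity with 0.1 mM ADP and 0.5 mM PEP in 50 mM imidazole pH 7.2, KCl, MgCl2; 1 h room temperature. ATP formed read by Kinase-Glo luminescence; normalized to uninhibited and no-enzyme controls.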
KCNH2 WT inh: qHTS for Inhibitors of KCHN2 3.1: Wildtype qHTS; activity change, % at 1.84 µM; U2OS, BacMam KCNH2, thallium flux FluxOr; active compounds read low; AID 720551, 2013; 340,000 tested, 0.37% active; Voltage-gated inwardly rectifying potassium channel KCNH2 (Homo sapiens), Q12809;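 active means maximum activity change below -70%; inconclusive means maximum activity change between -70% and -50%; inactive means maximum activity change above -50%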; further: on the % scale 0 is the no-effect control and ±100 the full control effect
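U2OS cells transduced with wild-type KCNH2 virus are loaded with FluxOr dye for 45 min, and thallium flux is measured in kinetic reads before and after stimulation buffer. Rate constants are normalized to DMSO controls.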
Eya2 phos inh: qHTS Assay for Inhibitors of the Phosphatase Activity of Eya2 | Protein phosphatase EYA2 (Homo sapiens), O00167 | recombinant Eya2, OMFP fluorescence dephosphorylation (OMFP is methylfluorescein phosphate) | Potency, µM (doses to about 76.9 µM), for the others: top-dose activity, negative = inhibition, hits mostly inhibitors | 330,000 tested, 0.006% active; further: potency means the concentration at half of the fitted maximal effect; on the % scale 0 is the no-effect control and ±100 the full control effect
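Eya2 protein (added as 0.2 uM solution) was preincubated with compound for 10 min at ambient temperature in 50 mM HEPES pH 7.5, 50 mM NaCl, 5 uM MgCl2, 0.05% BSA, 1 mM DTT. OMFP (added at 50 uM) then reacted 10 min; fluorescence read at 485/525 nm.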
USP2a block: qHTS Assay for Inhibitors of Ubiquitin-specific Protease USP2a Using CHOP2 as the Reporter | Potency, µM (doses to about 38.3 µM), without a hit: top-dose activity change, negative = inhibition, usual class: inhibitors | USP2 core, Ub-CHOP2 coupled fluorogenic reporter, 485/531 | 330,000 tested, 0.01% active | Ubiquitin carboxyl-terminal hydrolase 2 (Homo sapiens), O75604;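 further: potency means the concentration at half of the fitted maximal effect; plate controls were DMSO wells for no effect and full inhibition by NEM control for full effect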
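USP2 core (10nM final) preincubated 30min RT with compound in 20mM Tris-HCl pH 8.0, 2mM CaCl2, 2mM beta-mercaptoethanol, 0.05% CHAPS; 25nM Ub-CHOP2 plus 25nM reporter substrate added, fluorescence (Ex485/Em531) read after 60min.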
TSHR antag: Antagonists of the Thyroid Stimulating Hormone Receptor: HTS campaign | activity change, negative = inhibition, % at 11.5 µM | 330,000 tested, 0.2% active | TSHR-expressing cells, TSH-stimulated cAMP HTRF, 2 h; active compounds read low | Thyrotropin receptor (Homo sapiens), P16473;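 active means activity change below a set negative limit, meaning inhibition stronger than a set level, cut at about -70% in these data; inconclusive means activity change between two set negative limits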; further: on the % scale 0 is the no-effect control and ±100 the full control effect
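Cell-based HTRF cAMP assay; TSHR cells + compound, TSH EC80 (4nM final), 2 h, 37 deg C. Lysis with anti-cAMP cryptate and cAMP-d2, 30 min RT, read 665/620 nm.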
GALK inhibitor: qHTS Assay for Inhibitors of Human Galactokinase (GALK); P51570; Purified GALK, Kinase-Glo residual ATP luminescence; Potency, µM (series often up to 57.5 µM), inactives show at the top dose activity change, negative = inhibition, hits mostly inhibitors; 270,000 tested, 0.007% active; AID 1868, 2009; further: potency means the concentration at half of the fitted maximal effect; on the % scale 0 is the no-effect control and ±100 the full control effect
Target sequence (P51570 whole entry, looked up): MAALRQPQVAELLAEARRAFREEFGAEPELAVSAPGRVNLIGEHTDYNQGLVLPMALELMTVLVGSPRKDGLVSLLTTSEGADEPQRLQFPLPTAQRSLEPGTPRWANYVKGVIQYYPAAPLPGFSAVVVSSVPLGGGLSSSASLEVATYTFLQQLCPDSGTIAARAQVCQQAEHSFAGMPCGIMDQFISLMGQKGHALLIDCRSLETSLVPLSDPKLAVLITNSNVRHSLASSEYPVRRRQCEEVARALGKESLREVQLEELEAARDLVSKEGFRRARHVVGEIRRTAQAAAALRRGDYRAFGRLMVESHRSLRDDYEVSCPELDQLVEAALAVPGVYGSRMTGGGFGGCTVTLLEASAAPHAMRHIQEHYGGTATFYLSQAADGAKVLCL
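Quantitative HTS: GALK 5 nM, ATP 35 uM, galactose 100 uM, 1 h room temperature, then luciferase-based ATP detection.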
BCR signal inh: qHTS Assay to Find Inhibitors of Chronic Active B-Cell Receptor Signaling. Potency, µM (doses to about 46.1 µM), without a hit: at the highest dose ratio change, negative = lower green/red ratio, hits mostly inhibitors. ABC-DLBCL IkBa-CBG/CBR reporter, luminescence ratio, 4 h. 340,000 tested, 0.05% active; active means well fitted inhibition curve with a large enough effect in the signal ratio, with a control signal flat, not every such curve was filed as active; inconclusive means small, poorly fitted or top-dose-only effect, or effect the other way, or a change in a side signal; the % refers to the signal ratio;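 further: potency means the concentration at half of the fitted maximal effect; plate controls were basal doxycycline-induced cells for no effect and cells given 10 µM MG132 for full effect; MG132 reads +100%, hits lower the ratio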
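TMD8 ABC-DLBCL cells carrying doxycycline-inducible green luciferase fused to IkappaBalpha plus unfused red luciferase were exposed to compounds (up to 46 uM) for 4 hrs at 37C. Activity came from the overlap-corrected green/red luminescence ratio.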
Menin MLL FP TR: qHTS Assay for Inhibitors Targeting the Menin-MLL Interaction in MLL Related Leukemias: Competition With Texas Red Labeled MLL-derived Mutant Peptide | Menin + Texas Red MLL mutant peptide, fluorescence polarization | Potency, µM (titrated, usually from 61.6 µM), for the others: at the top dose FP activity change, negative = inhibition, hits mostly inhibitors | 270,000 tested, 0.23% active | AID 1768, 2009; active means well fitted inhibition curve with a large enough effect in the polarisation, with a control signal flat, not every such curve was filed as active; inconclusive means small, poorly fitted or top-dose-only effect, or effect the other way, or a change in a side signal; inactive means no such curve, though single readings can be large or run the other way; the % refers to the polarisation; further: potency means the concentration at half of the fitted maximal effect; % of control where 0% means no effect; many of its hits are not listed in these tables
Target sequence (O00255 whole entry, looked up): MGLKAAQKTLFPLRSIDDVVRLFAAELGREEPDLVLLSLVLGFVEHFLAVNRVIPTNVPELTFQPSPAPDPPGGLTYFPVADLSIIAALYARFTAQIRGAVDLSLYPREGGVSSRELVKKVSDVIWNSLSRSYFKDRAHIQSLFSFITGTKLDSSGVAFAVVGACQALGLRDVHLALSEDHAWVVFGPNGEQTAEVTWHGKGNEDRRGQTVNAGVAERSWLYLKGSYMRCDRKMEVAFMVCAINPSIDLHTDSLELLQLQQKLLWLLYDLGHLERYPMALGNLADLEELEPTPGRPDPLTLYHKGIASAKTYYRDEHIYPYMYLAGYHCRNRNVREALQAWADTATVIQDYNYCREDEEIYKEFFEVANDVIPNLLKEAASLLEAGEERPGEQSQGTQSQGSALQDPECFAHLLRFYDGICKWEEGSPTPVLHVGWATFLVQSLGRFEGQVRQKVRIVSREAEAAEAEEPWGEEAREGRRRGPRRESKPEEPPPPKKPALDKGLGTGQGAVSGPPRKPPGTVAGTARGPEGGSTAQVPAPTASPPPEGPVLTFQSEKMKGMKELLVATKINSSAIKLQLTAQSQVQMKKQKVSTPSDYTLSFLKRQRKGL
S-ASM inh: Inhibitors of Secretory Acid Sphingomyelinase (S-ASM): qHTS; Sphingomyelin phosphodiesterase (Homo sapiens), P17405; placental ASM, HMU-PC fluorogenic substrate, 60 min; Potency, µM (top dose mostly 57.5 µM), for inactives: at the top dose activity change, negative = inhibition, actives largely listed as inhibitors; 340,000 tested, 0.006% active; AID 504937, 2011; further: potency means the concentration at half of the fitted maximal effect
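Human placenta-derived ASM enzyme was preincubated with compound for 10 minutes at room temperature, then given fluorogenic substrate HMU-PC0 (9 uM final) for 60 minutes at 37 °C; a pH 10 stop preceded fluorescence reading at Ex 386/Em 447 nm.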
MBNL1-CUG inh: qHTS Assay for Inhibitors of MBNL1-poly(CUG) RNA binding. Muscleblind-like protein 1 (Homo sapiens), Q9NR56. TR-FRET MBNL1-His/biotin-(CUG)12 binding, 665/545 ratio. Potency, µM (titrated, usually from 57.5 µM), for inactives: top-dose activity change, negative = inhibition, most hits filed as inhibitors. 280,000 tested, 0.036% active. AID 2675, 2010; active means well fitted inhibition curve with a large enough effect in the signal ratio, with a control signal flat, not every such curve was filed as active; inconclusive means small, poorly fitted or top-dose-only effect, or effect the other way, or a change in a side signal; inactive means no such curve, though single readings can be large or run the other way; the % refers to the signal ratio; further: potency means the concentration at half of the fitted maximal effect; on the % scale 0 is the no-effect control and ±100 the full control effect
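Ratiometric TR-FRET (665 over 545 nm, excitation 340 nm) tracks disruption of MBNL1-His/biotin-(CUG)12 complex after 60 min at room temperature, with compounds at 92 nM to 58 uM final.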
Mito fusion act: qHTS Assay for Small Molecule Inhibitors of Mitochondrial Division or Activators of Mitochondrial Fusion; AID 485298, 2010; Potency, µM (titrated, usually from 46.1 µM), inactives show top-dose growth rescue (activation), usual class: activators; 320,000 tested, 0.23% active; S. cerevisiae fusion-defective mutant growth rescue, CellTiterGlo 48 h;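 further: potency means the concentration at half of the fitted maximal effect; % of control where 0% means no effect; nearly all actives have a fitted effect of over 45% in size; temperature-sensitive fusion mutants such as fzo1-1 at 37 °C on non-fermentable ethanol glycerol medium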
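Temperature-sensitive fusion-defective S. cerevisiae (e.g. fzo1-1, mgm1-5) were grown with compound in YPEG medium (3% ethanol, 3% glycerol) for 48 hours at 37C. Growth rescue was measured as viability by CellTiterGlo luminescence after 10 minutes at ambient.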
Starred values were filed as active, the others as inactive; ? = inconclusive; / = no result given; [ ] = dose if it differs, or a comment. Unless noted, the call rests on the fitted dose curve; in most records, active means well fitted curve in the direction sought with a large enough effect; inconclusive means small, poorly fitted or top-dose-only effect, or another doubt; inactive means no such curve, though single readings can be large; an effect the other way counts as inactive or inconclusive. Not all compounds are listed; count on the stated rates, not on these rows.

SMILES	PKM2 act	KCNH2 WT inh	Eya2 phos inh	USP2a block	TSHR antag	GALK inhibitor	BCR signal inh	Menin MLL FP TR	S-ASM inh	MBNL1-CUG inh	Mito fusion act
COc1cc(C(=O)N2CCCC(c3nc(-c4cccs4)no3)C2)cc(OC)c1OC (stereo not drawn)	21.1%	5.3	-23.0%	-0.7%	12.9	-0.1%	-1.1%	?	6.3%	3.9%	8.3%
Cc1cc(C)cc(NC(=S)N2CC(C)OC(C)C2)c1 (stereo not drawn)	3.6%	-23.0	-1.3%	-8.5%	5.4	-2.1%	5.6%	/	-1.4%	-3.7%	-8.1%
COc1ccc(-c2ccc(-c3nc4ccc(C)cn4c3NC3CCCCC3)cc2OC)cc1	/	0.1	-2.5%	-1.5%	-39.0	/	2.8%	/	/	/	?
Cn1c2ccccc2c(=O)c2cc(C#Cc3ccc(N)cc3)ccc21	0.4%	-0.1	3.6%	2.3%	3.8	/	?	?	22.7%	?	2.8%
COc1ccc(NCC(=O)N/N=C/C=C/c2ccccc2[N+](=O)[O-])cc1	3.0%	-4.2	-0.8%	1.5%	-5.6	1.1%	-7.5%	-4.5%	-4.9%	?	-4.5%
CCN(CC)c1ccc(/C=N/NC(=O)c2ccc3nc[nH]c3c2)c(O)c1	-1.6%	-3.0	3.8%	-1.1%	-22.1	/	?	/	306.3%[activator]	?	-2.5%
COc1ccc(NC(=O)C2CCCN(S(C)(=O)=O)C2)cc1OC (stereo not drawn)	0.6%	-1.4	3.7%	3.0%	0.3	/	-9.2%	-12.0%	3.1%	4.2%	0.1%
Cc1cc2ccccc2nc1Br	1.1%	-0.7	-13.5%	4.6%	5.1	2.0%	-2.5%	-5.4%	5.9%	-18.4%	0.0%
CCOC(=O)C(Cc1ccccc1)NC(=O)CCc1c(C)nc2nc(C)nn2c1C (stereo not drawn)	0.1%	-15.2	-3.5%	1.2%	-15.6	-1.6%	0.8%	/	-3.6%	3.5%	-2.6%
CCn1c(SCC(=O)NC(C)c2ccccc2)nc2ccccc21 (stereo not drawn)	2.8%	-7.5	-15.3%	1.6%	-11.5	0.4%	8.0%	/	7.4%	1.4%	1.4%
COc1cccc(C(=O)N2CCN(C3CCCCC3)CC2)c1	12.8%	44.2	-4.6%	-2.2%	0.4	2.3%	-0.6%	-1.5%	-0.7%	-4.4%	-2.6%
Cc1ccc(CN2CC34C=CC(O3)C(C(=O)NCc3ccco3)C4C2=O)cc1 (stereo not drawn)	2.9%	5.9	3.1%	2.3%	5.0	-0.1%	-3.4%	-17.0%	-0.1%	0.3%	0.4%
CCS(=O)(=O)N1CCN(C(=O)CCC2CCCC2)CC1	-6.4%	-7.7	-0.9%	-1.0%	12.6	-6.6%	-0.2%	0.4%	-1.4%	5.7%	-1.9%
CCOC(=O)c1c(C)[nH]c(C)c1C(=O)COC(=O)COc1ccc(Cl)c(C)c1	/	1.9	-16.7%	-0.2%	1.0	/	5.0%	/	-8.4%	/	7.3%
CCO[C@H]1OC(C(=O)NC2CC2)=C[C@@H](c2ccc(C(F)(F)F)cc2)[C@@H]1CCCO	0.4%	0.0	-5.0%	1.9%	-3.5	-1.8%	6.7%	1.0%	8.3%	3.6%	0.4%
CCC(C)Sc1ccc([C@@H]2[C@@H]3C(=O)N(CC)C(=O)[C@@H]3[C@]3(C(=O)OC)CCCCN23)cc1 (stereo partly drawn)	/	-6.1	5.6%	-0.7%	42.5	/	1.5%	/	-17.0%	/	/
c1ccc2c(c1)CCCc1cc(NCCN3CCOCC3)nnc1-2	/	-14.1	12.5%	4.2%	21.6	/	10.2%	-7.8%[24.8 µM]	1.8%	/	16.2%
Cc1ccc(NC(=O)COc2ccc(/C=C3/SC(=Nc4ccccc4)N(Cc4cccnc4)C3=O)cc2)cc1	-2.9%	-1.9	4.2%	-0.2%	-0.3	2.6%	?	6.3%	0.3%	0.4%	-0.4%
CC(C)N1C(=O)CC2(CC[N+](C)(CCOC(=O)C(c3ccccc3)c3ccccc3)CC2)C1=O (stereo not drawn)	8.4%	2.9	1.5%	-7.1%	2.4	1.7%	1.4%	-8.7%	2.8%	8.3%	-3.5%
CCN1C(=O)CCC(C(=O)O)C1c1ccc(OC)cc1 (stereo not drawn)	1.6%	0.5	-3.8%	0.1%	17.0	/	1.4%	/	-0.5%	-9.9%	-1.1%
COc1ccc(S(=O)(=O)NCC(=O)Nc2ccc3c(c2)OCCO3)cc1OC	-3.6%	-2.2	-13.0%	0.8%	4.3	-0.6%	-12.2%	-4.9%	-10.0%	-7.0%	3.4%
Cc1cc(C)nc(Nc2ncc(O)n2-c2ccc(C)c(C)c2)n1	-0.5%	-5.4	-13.2%	1.0%	10.0	-3.7%	0.4%	/	0.8%	3.6%	-5.3%
COc1ccccc1/C=C\C(=O)NCC(=O)N/N=C/c1cccc(OC)c1O	-4.1%[0.46 µM]	1.6	2.9%	3.4%	-11.4	-2.4%	-3.9%	10.7%	3.4%	15.3%	1.4%
O=C(Nc1ccccc1-c1nc2ccccc2s1)c1ccc(Br)o1	-2.7%	-3.9	7.8%	3.2%	2.2	-0.5%	-17.3%	7.5%	-7.4%	-2.8%	0.0%
Cc1ccccc1CN(C)CC(=O)Nc1cccc(S(=O)(=O)N(C)c2ccccc2)c1	7.5%	-10.1	3.3%	-8.4%	35.9	-1.2%	0.5%	9.9%	0.2%	-1.9%	-3.9%
O=C(Nc1cccnc1)C(Cc1ccccc1)n1cccc1 (stereo not drawn)	?	-2.9	-7.6%	0.4%	5.0	3.0%	-0.3%	-0.9%[11.7 µM]	-1.5%	4.7%	0.8%
CCn1c(SC(C)C)nnc1-c1c[nH]c2ccccc12	-0.7%	4.9	8.4%	5.0%	-0.3	1.6%	?	0.8%	-0.7%	-7.3%	-2.7%
Cn1nc(C(=O)Nc2ccccc2N2CCCC2)c2ccccc2c1=O	-1.5%	11.6	-9.4%	-8.0%	29.1	-2.9%	-1.3%	/	-5.7%	3.1%	8.0%
O=C(Cc1cnc2ncnn2c1)N1CCc2c([nH]c3ccccc23)C1c1ccccc1F (stereo not drawn)	0.5%	-5.2	3.6%	-1.5%	-8.0	1.1%	-7.6%	7.1%	-7.7%	7.7%	-4.4%
COC(Cc1ccccc1N1CCCC1=O)OC	3.3%	9.5	-5.0%	4.5%	-5.1	/	-14.1%	7.7%	1.0%	-8.0%	4.3%
O=C(CNC(=O)c1ccc(Br)cc1)OCC(=O)c1ccccc1	9.5%	28.8	-3.4%	-1.5%	-5.7	-3.0%	6.9%	/	-1.1%	0.6%	-1.1%
COc1ccc(S(=O)(=O)N(C)C[C@@H]2Oc3c(NS(C)(=O)=O)cccc3C(=O)N([C@@H](C)CO)C[C@H]2C)cc1	/	-3.5	5.4%	6.7%	-1.1	/	0.5%	/	-1.7%	/	/
c1ccc2c(C[n+]3csc4ccccc43)cccc2c1	6.4%	17.2	-3.8%	0.3%	-16.9	-2.2%	8.6%	-26.9%	-3.1%	1.6%	0.1%
CCOC(=O)c1nn(-c2ccccc2)c(=O)cc1SC(C)C	1.1%	-35.3	11.1%	1.6%	-8.3	0.0%	-0.6%	-24.7%	0.9%	?	-1.3%
CCOc1cc(C(=O)N2CCC(CC3CC(c4ccc(Cl)cc4)=NO3)(C(=O)NCC3CCCCC3)CC2)cc(OCC)c1OCC (stereo not drawn)	-3.7%	/	4.7%	-2.0%	3.8	/	14.4%	-8.5%	-0.5%	-4.0%	-2.4%
